G9a block: qHTS Assay for Inhibitors of Histone Lysine Methyltransferase G9a | 350,000 tested, 8.8% active | G9a H3K9 monomethylation, AlphaScreen, 2 h | Potency, µM (series often up to 102 µM), without a hit: at the highest dose activity, negative = inhibition, most hits filed as inhibitors | Histone-lysine N-methyltransferase EHMT2 (Homo sapiens), Q96KQ7; further: potency means the concentration at half of the fitted maximal effect; on the % scale 0 is the no-effect control and ±100 the full control effect; nearly all actives have a fitted effect of over 75% in size
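Step 1: enzyme (final 20 nM) with compound, 15 min RT. Step 2: substrate peptide 500 nM and SAM 20 uM, 2 h RT. Step 3: anti-H3K9me1 antibody and AlphaScreen beads, 10 min, then plate read.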
GLS inh: qHTS for Inhibitors of Glutaminase (GLS) | Glutaminase kidney isoform, mitochondrial (Homo sapiens), O94925 | GLS enzymatic activity, qHTS titration | Potency, µM (series often up to 45.5 µM), inactives show at the highest dose activity change, negative = inhibition, usual class: inhibitors | 410,000 tested, 0.21% active | AID 624170, 2012; further: potency means the concentration at half of the fitted maximal effect; on the % scale 0 is the no-effect control and ±100 the full control effect
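Enzyme dispensed in phosphate buffer (45 mM, pH 8.2, 0.02% Tween-20), compounds pinned in, then 1 mM L-glutamine solution and the glutamate oxidase–HRP–Amplex Red mix added; fluorescence read immediately and again after 30 min at room temperature.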
Pol eta inh: qHTS for Inhibitors of Polymerase Eta; 390,000 tested, 1.2% active; Potency, µM (top dose mostly 114 µM), for the others: at the top dose activity change, negative = inhibition, actives largely listed as inhibitors; recombinant Pol eta, fluorescent DNA replication assay; AID 588591, 2011; further: potency means the concentration at half of the fitted maximal effect; on the % scale 0 is the no-effect control and ±100 the full control effect
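Fluorescent replication assay: 50 nM final substrate added after a 15 min room-temperature compound preincubation with 10 nM enzyme. Signal taken at 0 min and again at 10 min.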
Pin1 inhibitor: qHTS Assay to Find Inhibitors of Pin1; Peptidyl-prolyl cis-trans isomerase NIMA-interacting 1 (Homo sapiens), Q13526; 390,000 tested, 0.009% active; Potency, µM (top dose mostly 115 µM), for inactives: at the highest dose activity, negative = inhibition, usual class: inhibitors; Pin1 FP peptide displacement, HiFluor488, 10 min; AID 504891, 2011; active means well fitted inhibition curve with a large enough effect in the polarisation, with a control signal flat, not every such curve was filed as active; inconclusive means small, poorly fitted or top-dose-only effect, or effect the other way, or a change in a side signal; inactive means no such curve, though single readings can be large or run the other way; the % refers to the polarisation; further: potency means the concentration at half of the fitted maximal effect; on the % scale 0 is the no-effect control and ±100 the full control effect
Target sequence (Q13526 whole entry, looked up): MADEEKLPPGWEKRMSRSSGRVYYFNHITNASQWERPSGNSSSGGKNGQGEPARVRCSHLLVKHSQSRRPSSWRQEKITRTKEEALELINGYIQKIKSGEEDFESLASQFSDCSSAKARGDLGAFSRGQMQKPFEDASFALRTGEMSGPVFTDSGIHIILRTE
JMJD2A Tudor inh: qHTS Assay for Inhibitors of JMJD2A-Tudor Domain | 390,000 tested, 4.4% active | Lysine-specific demethylase 4A (Homo sapiens), O75164 | Potency, µM (series often up to 114 µM), without a hit: at the highest dose activity change, negative = inhibition, usual class: inhibitors | AlphaScreen JMJD2A-Tudor / H3K4me3 peptide binding; further: potency means the concentration at half of the fitted maximal effect; on the % scale 0 is the no-effect control and ±100 the full control effect; nearly all actives have a fitted effect of over 50% in size
BAZ2B block: qHTS Assay for Inhibitors of BAZ2B; Potency, µM (titrated, usually from 114 µM), inactives show top-dose activity change, negative = inhibition, usual class: inhibitors; 360,000 tested, 4.4% active; AlphaScreen BAZ2B-H3K14Ac peptide displacement; Bromodomain adjacent to zinc finger domain protein 2B (Homo sapiens), Q9UIF8; further: potency means the concentration at half of the fitted maximal effect; on the % scale 0 is the no-effect control and ±100 the full control effect; nearly all actives have a fitted effect of over 60% in size
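BAZ2B 50 nM plus b-H3(5-23)K14Ac 50 nM, PBS pH 7.4/0.01% Tween-20, 30 min RT; compound added (max 110 uM), 30 min RT; streptavidin donor/Ni-chelate acceptor beads 10 ug/mL final, 20 min dark; AlphaScreen read.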
PGK inhibitor: qHTS Assay to Find Inhibitors of Phosphoglycerate Kinase; 380,000 tested, 0.043% active; PGK/GAPDH coupled, Kinase-Glo luminescence, 60 min; Potency, µM (titrated, usually from 57.5 µM), without a hit: top-dose activity change, negative = inhibition, hits mostly inhibitors; further: potency means the concentration at half of the fitted maximal effect; on the % scale 0 is the no-effect control and ±100 the full control effect; nearly all actives have a fitted effect of over 60% in size
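Recombinant glycosomal PGK reaction used 1,3-bisphosphoglycerate generated in-well by GAPDH (100nM final) in 100mM TEA pH 7.6, 5mM MgCl2, 0.01% Tween-20. After 60 minutes at room temperature, ATP was read by Kinase-Glo Plus luminescence end-point.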
HP1b chromo inh: HTS for Inhibitors of HP1-beta Chromodomain Interactions with Methylated Histone Tails. AlphaScreen HP1-beta / biotin-H3K9me3 peptide binding. Potency, µM (top dose mostly 114 µM), without a hit: at the top dose activity change, negative = inhibition, most hits filed as inhibitors. 390,000 tested, 0.56% active. AID 540317, 2011; further: potency means the concentration at half of the fitted maximal effect; nearly all actives have a fitted effect of over 70% in size; inactives centre near 23
Target sequence (P83916 whole entry, looked up): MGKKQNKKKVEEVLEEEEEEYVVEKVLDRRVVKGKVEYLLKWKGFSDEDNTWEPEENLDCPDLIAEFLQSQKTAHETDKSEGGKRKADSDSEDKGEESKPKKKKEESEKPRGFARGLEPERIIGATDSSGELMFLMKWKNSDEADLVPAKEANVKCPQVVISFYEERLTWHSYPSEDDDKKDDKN
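HP1-beta protein (50 nM final) preincubated 30 min at room temperature with biotinylated H3(1-18)K9me3 peptide (50 nM) in PBS pH 7.4, 0.01% Tween-20, then compound added for 30 min. AlphaScreen streptavidin donor/nickel chelate acceptor beads (10 ug/mL final), 30 min dark, luminescence read.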
PI4K2A inh: qHTS for small molecular inhibitors of PI4K2A. Phosphatidylinositol 4-kinase type 2-alpha (Homo sapiens), Q9BTU6. purified PI4K2A, ADP-Glo luminescence, 1 h; hits give low values. activity change, negative = inhibition, % at 76.9 µM. 420,000 tested, 0.13% active; in the data active means activity change below about -50%; inconclusive means mostly about -30% to -49%;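 further: -100% = wells without enzyme as full effect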
Target sequence (Q9BTU6 whole entry, looked up): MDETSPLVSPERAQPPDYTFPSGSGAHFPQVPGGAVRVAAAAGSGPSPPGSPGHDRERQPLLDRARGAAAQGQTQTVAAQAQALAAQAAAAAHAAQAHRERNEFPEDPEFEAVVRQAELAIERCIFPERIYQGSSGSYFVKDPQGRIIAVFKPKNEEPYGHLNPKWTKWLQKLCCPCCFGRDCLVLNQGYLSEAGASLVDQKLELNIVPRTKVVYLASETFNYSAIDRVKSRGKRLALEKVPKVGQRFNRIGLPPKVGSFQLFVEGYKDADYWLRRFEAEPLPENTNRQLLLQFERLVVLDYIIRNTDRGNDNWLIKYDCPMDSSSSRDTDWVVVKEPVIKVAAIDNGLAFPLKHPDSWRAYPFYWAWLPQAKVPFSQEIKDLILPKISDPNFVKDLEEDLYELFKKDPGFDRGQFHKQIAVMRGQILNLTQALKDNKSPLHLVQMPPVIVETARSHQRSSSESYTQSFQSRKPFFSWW
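ADP-Glo luminescence measured ADP generated by PI4K2A enzyme (4 ug/mL before mixing) with 1.2 mM PI substrate (pre-mix) and 300 microM ATP (pre-mix). Tris pH7.5 buffer with MgCl2, Triton X-100; 1 h reaction at ambient temperature.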
* hit, by the source's call; i = inactive; ? = inconclusive; . = no result given; [ ] = remark or other dose. Unless noted, the call rests on the fitted dose curve; in most records, active means well fitted curve in the direction sought with a large enough effect; inconclusive means small, poorly fitted or top-dose-only effect, or another doubt; inactive means no such curve, though single readings can be large; an effect the other way counts as inactive or inconclusive. Some of the compounds tested; count on the stated rates, not on these rows.

G9a block | GLS inh | HP1b chromo inh | SMILES | Pin1 inhibitor | PI4K2A inh | BAZ2B block | JMJD2A Tudor inh | Pol eta inh | PGK inhibitor
-2.2%[59 µM] | -1.1% | 59.9%[activator] | COc1ccc(-c2cc(C(F)(F)F)n3nc(C(=O)Nc4sc5c(c4C#N)CCC(C)C5)cc3n2)cc1OC (stereo not given) | 8.2% | -8.4 | 2.7% | -1.9% | -5.3% | 9.9%
-1.5%[59 µM] | 8.8% | 33.5% | CC1=C(C(=O)NCc2ccccc2)C(c2cccnc2)n2ncnc2N1 (stereo not given) | 3.9% | -0.5 | . | 9.1% | -18.0% | -6.8%
7.6% | 2.0% | -31.9% | CCCCN1C(=O)/C(=C/C=C2/C=Cc3ccccc3N2CC)SC1=S | 1.2% | -7.0 | -28.8% | -28.7% | -4.3% | -7.4%
-4.4%[59 µM] | -1.2% | 16.8% | CCOC(=O)c1ccc(-c2ccc(/C=C(\C#N)C(=O)Nc3c(C)cccc3Cl)o2)cc1 | ? | -5.4 | -1.3% | -8.5% | -5.0% | -6.9%
10µM* | 62.7%[activator] | ? | CCOC(=O)c1c(-c2ccc(C)o2)csc1NC(=O)CSc1nncs1 | 27.4% | -0.4 | -3.1% | 56.2µM* | -16.9% | .
34.3%[59 µM] | 62.7%[activator] | -18.1% | CCOc1cc(NC2CS(=O)(=O)CC2O)c(OCC)cc1NC(=O)c1ccccc1 (stereo not given) | 0.0% | -2.2 | ? | -30.4% | -2.0% | i
? | 5.0% | ? | Cc1ccc(OCCCN(C)C)c(Br)c1 | -0.7% | 6.2 | 79.4µM* | 3.16µM* | ? | 0.1%
-7.4%[59 µM] | 0.0% | 17.9% | COc1ccc(CNC(=S)NNC(=O)c2cc3ccccc3o2)cc1 | 2.3% | 0.8 | 2.3% | -12.1% | 1.0% | 0.3%

Arranged by molecular weight (low to high): 3 of the compounds above
G9a block | GLS inh | HP1b chromo inh | SMILES | Pin1 inhibitor | PI4K2A inh | BAZ2B block | JMJD2A Tudor inh | Pol eta inh | PGK inhibitor
? | 5.0% | ? | Cc1ccc(OCCCN(C)C)c(Br)c1 | -0.7% | 6.2 | 79.4µM* | 3.16µM* | ? | 0.1%
-1.5%[59 µM] | 8.8% | 33.5% | CC1=C(C(=O)NCc2ccccc2)C(c2cccnc2)n2ncnc2N1 (stereo not given) | 3.9% | -0.5 | . | 9.1% | -18.0% | -6.8%
10µM* | 62.7%[activator] | ? | CCOC(=O)c1c(-c2ccc(C)o2)csc1NC(=O)CSc1nncs1 | 27.4% | -0.4 | -3.1% | 56.2µM* | -16.9% | .

Remaining list, next part.
G9a block | GLS inh | HP1b chromo inh | SMILES | Pin1 inhibitor | PI4K2A inh | BAZ2B block | JMJD2A Tudor inh | Pol eta inh | PGK inhibitor
? | 6.8% | 42.5%[activator] | O=c1cc(/C=C/c2c(F)cccc2Cl)[nH]c2ccccc12 | 4.5% | 1.0 | ? | -20.2% | 11.2µM* | 1.6%
4.2%[12.7 µM] | -6.0% | 23.5% | COCCn1c(SCC(=O)NC2CCCC2)nnc1-c1ccncc1 | -5.8% | -0.2 | 10.9% | 1.8% | -3.0% | -3.5%
20.5% | 0.5% | 21.9% | COc1ccc(Cl)cc1NC(=O)NCCCl | 0.4% | -2.7 | -27.6% | -10.8% | -0.8% | -3.0%
-45.4%[59 µM] | -3.6% | 15.2% | COC(=O)CCCC1=CC2=CC(=O)C(C)(OC(=O)c3cccs3)C(=O)C2=CN1Cc1ccc2c(c1)OCO2 (stereo not given) | ? | -28.0 | ? | ? | ? | -9.5%
0.4% | 0.6% | 16.4% | Cc1onc(-c2ccccc2)c1C(=O)N1CCN(Cc2ccccc2)CC1 | -7.8% | -3.1 | -12.1% | -8.2% | -10.7% | -5.2%
0.5% | 3.5% | 21.0% | CC(=O)Cc1cc(O)c2ccccc2c1OC(=O)c1ccc(Br)cc1 | -0.1% | 2.1 | -6.3% | -1.8% | -13.0% | -0.5%
? | 9.0% | -19.7% | Cc1ccc(C(=O)CSc2nnc(CNc3ccc(C)cc3C)n2Cc2ccco2)cc1 | ? | -4.7 | ? | ? | -11.0% | -9.3%
-8.5%[59 µM] | -2.4% | 40.3%[activator] | COc1ccc(CNC(=O)c2cnn3c(C(F)F)cc(C)nc23)cc1OC | 0.3% | -9.9 | 10.5% | -2.8% | -6.2% | i
48.0% | -11.4% | 62.6%[activator] | CC(=O)N1c2ccc(S(=O)(=O)NCCC(=O)NC3CCCCCC3)cc2CC1C (stereo not given) | -9.8% | -2.4 | -13.4% | -3.4% | -0.6% | -0.8%
18.1%[59 µM] | 7.7% | 33.0% | CCCOc1ccc(C(=O)N2CCCC2C(=O)O)cc1 (stereo not given) | 7.6% | -0.5 | . | -3.1% | 2.0% | .
42.4%[59 µM] | 5.9% | 106.3%[activator] | O=C(Nc1sc2c(c1C(=O)Nc1ccccc1)CCC2)c1ccc(Br)cc1 | 17.5% | 0.3 | -2.4% | 0.0% | -14.0% | 2.1%
31.0%[12.7 µM] | -4.6% | 26.6% | Cc1ccc(S(=O)(=O)N(C)C)cc1NC(=O)COC(=O)c1sc2cc(Cl)ccc2c1Cl | 19.2% | -5.8 | -1.0% | -2.4% | -13.6% | -13.0%
-23.1%[12.7 µM] | 3.2% | 23.2% | O=C(Oc1ccc2c(c1)OCC2=O)c1ccccc1 | 6.5% | 11.7 | -5.1% | -5.1% | -9.0% | 6.1%
2.6%[59 µM] | -2.9% | 58.7%[activator] | COc1ccccc1CNC(=O)c1c2c(nc3ccccc13)C(=O)N(C1CCCCC1)C2 | 5.9% | -1.2 | -0.4% | -15.7% | -15.7% | -5.5%
12.5% | -2.0% | 37.0% | Cc1ccc(-c2cc(C(=O)Nc3cc(C)ccc3O)no2)cc1 | 0.3% | 5.5 | 11.6% | -0.7% | -9.4% | -2.5%
-20.0% | -5.1% | 33.6% | CC(OC(=O)C1CCN(S(=O)(=O)c2ccccc2C(F)(F)F)CC1)C(=O)N(C)Cc1ccccc1 (stereo not given) | 3.0% | -1.0 | -11.3% | -8.8% | -13.5% | -6.1%
? | -3.0% | 49.3% | Cc1nc(N2CCC3(CC2)OCCO3)c2nnn(Cc3ccccc3F)c2n1 | 7.9% | -0.1 | 4.7% | -16.4% | 7.6% | -4.2%
2.9%[59 µM] | -0.9% | 8.8% | CCOc1ccccc1NC(=O)CSc1nc2cc(OC)c(OC)cc2c2nc(CCn3c(C)nc4ccccc43)nn12 | 0.4% | -1.4 | . | -21.0% | . | .
-24.2%[59 µM] | -0.8% | 20.6% | CCC(C)OC(=O)/C(C#N)=C\c1ccc(-c2cccc(C(F)(F)F)c2)o1 (stereo not given) | 33.3%[activator] | 0.4 | -9.4% | -18.6% | -6.1% | 9.1%
2.6%[59 µM] | 6.9% | 32.7% | CCS(=O)(=O)N1CCCC(C(=O)NC2CCCCC2)C1 (stereo not given) | 11.3% | -5.4 | 1.6% | -16.8% | -0.7% | -10.1%
. | 7.6% | 48.0%[activator] | CN(C)c1ccc(/C=N/NC(=O)c2nnn(-c3nonc3N)c2CN2CCCCCC2)cc1 | -15.0% | 2.2 | . | ? | 1.8% | -7.4%
-4.8% | -11.4% | 14.2% | COc1ccc(NC(=O)CC2C(=O)N(Cc3ccccc3)C(=S)N2CCN2CCOCC2)cc1 (stereo not given) | -2.3% | -3.0 | -35.3% | -21.8% | 6.7% | -1.5%
1.1%[59 µM] | -3.9% | 48.3%[activator] | CCc1ccc(OCC(=O)NCCc2ccc3c(c2)OCCO3)cc1 | -1.2% | -2.9 | -4.0% | 0.0% | -6.2% | -4.2%
-4.2% | -4.1% | 37.5% | COc1ccc(C(C#N)c2nc3ccccc3nc2Cl)cc1 (stereo not given) | 1.8% | 7.3 | -2.8% | -1.4% | -5.5% | i
21.8%[12.7 µM] | -3.2% | 47.5%[activator] | O=c1cc2c(nn1Cc1c(Cl)cccc1Cl)-c1ccccc1CC2 | 24.1% | 4.4 | -4.0% | -17.2% | 6.6% | -5.2%
? | 0.8% | 33.8% | CCN(CC)c1ccc(NC(=O)CN2C(=O)c3cccnc3Sc3ccccc32)c(C)c1 | -4.1% | -1.8 | -25.3% | -16.7% | -11.6% | -6.2%
-4.9%[59 µM] | ? | 5.4% | CN1CCC(=NNC(=O)C(=O)Nc2cccc(Br)c2)CC1 | -0.9% | 15.8 | -26.9% | 22.4µM* | -3.7% | 8.7%
2.8% | 4.8% | -4.7% | CCCN(CCC)CCCNC(=O)c1cc2c(=O)n(CC)c3ccccc3c2s1 | 0.2% | 4.6 | -19.6% | -13.0% | 9.6% | 5.6%
6.5% | -5.3% | 18.7% | CCOC(=O)C1=NNC2C(=O)N(Cc3ccccc3)C(=O)C12 (stereo not given) | 2.8% | -1.1 | -0.8% | -13.2% | -1.8% | -11.5%
-4.5% | -3.6% | 14.6% | Cc1cc(F)ccc1NC(=O)C1CCN(C(=O)Nc2ccccc2)CC1 | -5.2% | -4.5 | 12.7% | -9.0% | 2.0% | -1.7%
4.8% | -2.5% | 59.8%[activator] | O=C(Nc1ccc(NC(=O)C2CC2)nc1)c1cnccn1 | -1.3% | -4.9 | -21.2% | -12.7% | -1.1% | .

From PubChem
